Screens: PubChem, several laboratories
Fam108B inh: mouse Fam108B serine hydrolase inhibitors, primary screen, counter-screen for RBBP9 inhibitor project, biochemical, fluorescence polarization | recombinant Fam108B, FP-Rh probe fluorescence polarization | inhibition, % at 9.51 µM | AID 1947, 2009 | hit rate 0.33% among 300,000;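 active = inhibition above the screen mean inhibition plus 3 SD, computed separately per campaign, cut at about 18% in these data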;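 note: inhibitors lower polarization as less probe binds the enzyme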
MEX-5 binding: MEX-5 zinc finger RNA-binding disruptors – biochemical, C. elegans, fluorescence polarization, MLPCN library, primary screen | Zinc finger protein mex-5 (Caenorhabditis elegans), Q9XUB2 | MEX-5/FITC-TCR2 RNA binding; hits give low values | activity score (negative = inhibition of binding), % at 10 µM | hit rate 0.38% among 300,000 | AID 1832, 2009;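 active = inhibition past about -25% in most replicates, and total fluorescence under double the plate's negative control median, limit read from the data; inconclusive = replicates evenly split on the limit, or fluorescence at least double controls; inactive = too little inhibition in most replicates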;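 note: 0% = DMSO and -100% = 5 µM competing unlabeled TCR2 RNA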
VLA-4 inh: inhibition in human VLA-4 binding assay, primary screen, VLA-4 allosteric modulator project, MLPCN library, flow cytometry, VLA-4 expressing cells; inhibition, % (about 7 µM as worked out from the volumes in the protocol); ligand binding flow cytometry; Integrin alpha-4 (Homo sapiens), P13612; hit rate 0.2% among 330,000; in the data active = inhibition above about 50%
CIT2 TOR yeast: modulators of CIT2-GFP expression in yeast, primary screen, S. cerevisiae, GFP fusion, multiplex flow cytometry, MLPCN library | hit rate 0.065% among 320,000 | AID 2029, 2009 | GFP response vs DMSO, % at 10 µM | S. cerevisiae CIT2-GFP strain, 3 h; 100 means same as DMSO wells;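 active = GFP response relative to DMSO above a set limit, near the screen mean plus 3 SD, cut at about 150% in these data; inconclusive = Fewer than 70 cells measured for a yeast strain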;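 note: ratio of well median GFP fluorescence to mean of DMSO wells on the plate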
MCL1-BIM inh: inhibitors of MCL1 binding to BIM-BH3, primary screen, biochemical, fluorescence polarization; Induced myeloid leukemia cell differentiation protein Mcl-1 (Homo sapiens), Q07820; GST-MCL1 / FITC-Bim-BH3 fluorescence polarization; inhibition, % at 10.9 µM; hit rate 0.68% among 320,000;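 active = inhibition above the mean inhibition of all tested compounds plus 3 SD, set per campaign, cut at about 40% in these data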;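 note: 0% = DMSO wells and 100% = unlabeled Bim-BH3 peptide control; higher means more loss of mP so more displacement of Bim peptide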
BCLXL inh: inhibitors of human Bcl-xL, primary screen, biochemical, fluorescence polarization, HTS; Bcl-2-like protein 1 (Homo sapiens), Q07817; GST-Bcl-xL / FITC-Bim BH3 peptide fluorescence polarization; inhibition, % at 10.9 µM; hit rate 0.7% among 320,000; AID 2129, 2009;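 active = inhibition above the mean of all tested compounds plus 3 SD, cutoff set per campaign, cut at about 30% in these data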;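 note: 0% = DMSO wells and 100% = unlabeled Bim-BH3 peptide competitor; inhibitors lower millipolarization by displacing the labeled peptide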
Target sequence (Q07817 whole entry, looked up): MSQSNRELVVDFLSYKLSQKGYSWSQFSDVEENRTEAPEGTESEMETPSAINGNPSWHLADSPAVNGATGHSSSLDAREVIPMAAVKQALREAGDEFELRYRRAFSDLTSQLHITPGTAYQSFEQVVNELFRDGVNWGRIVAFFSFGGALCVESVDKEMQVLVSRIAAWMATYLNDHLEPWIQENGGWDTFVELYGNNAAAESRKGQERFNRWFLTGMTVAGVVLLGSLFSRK
GLD-1 RNA inh: GLD-1/TGE RNA complex disruptors, primary screen, biochemical, fluorescence polarization | AID 2280, 2010 | hit rate 0.44% among 320,000 | purified GLD-1 + fluorescein TGE RNA | Female germline-specific tumor suppressor gld-1 (Caenorhabditis elegans), Q17339 | inhibition, % at 5.96 µM;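 active = percent inhibition above a per-plate cutoff, the plate mean of test compounds plus 3 SD, cut at about 30% in these data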;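 note: 0% = DMSO wells with GLD-1 and probe and 100% = wells lacking GLD-1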
Target sequence (Q17339 whole entry, looked up): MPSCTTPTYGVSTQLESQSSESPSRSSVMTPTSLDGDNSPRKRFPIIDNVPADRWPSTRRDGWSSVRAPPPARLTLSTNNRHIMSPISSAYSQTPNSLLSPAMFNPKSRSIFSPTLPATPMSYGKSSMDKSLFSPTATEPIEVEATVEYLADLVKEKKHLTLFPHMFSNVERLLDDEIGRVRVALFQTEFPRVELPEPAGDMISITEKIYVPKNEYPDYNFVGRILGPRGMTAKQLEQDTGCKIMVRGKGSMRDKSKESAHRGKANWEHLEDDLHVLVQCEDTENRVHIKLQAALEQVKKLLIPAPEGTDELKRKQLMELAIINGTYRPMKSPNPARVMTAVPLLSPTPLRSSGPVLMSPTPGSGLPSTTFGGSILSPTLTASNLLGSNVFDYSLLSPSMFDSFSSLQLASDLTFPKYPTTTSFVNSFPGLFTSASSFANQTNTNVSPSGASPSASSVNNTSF
GRK2 inh: compounds blocking aptamer binding on GRK2 – biochemical, human GRK2, bead flow cytometry, HTS, primary screen; FAM-aptamer displacement from GRK2; Beta-adrenergic receptor kinase 1 (Homo sapiens), P25098; inhibition of aptamer binding, % at 10 µM; hit rate 0.59% among 330,000;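 active = inhibition of aptamer binding above 40%, roughly 3 SD of noise, on plates passing a quality check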;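 note: median bead fluorescence of bound FAM aptamer so fluorescent compounds give negative values; no value below 0 was filed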
AGP1-GFP MLPCN: modulators of AGP1-GFP expression in yeast TOR pathway, primary screen, cell-based, multiplex flow cytometry, S. cerevisiae, MLPCN library; 3 h; GFP as percent of DMSO wells; GFP response vs DMSO, % at 10 µM; hit rate 0.02% among 320,000; AID 2066, 2009;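 active = GFP response relative to DMSO above a set limit, near screen average plus 3 SD, cut at about 150% in these data; inconclusive = fewer than 70 cells counted for the yeast strain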;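 note: median GFP channel fluorescence of the gated AGP1 strain per well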
Active calls of the source: *; ? = inconclusive; · = no result given.

SMILES	Fam108B inh	MEX-5 binding	VLA-4 inh	CIT2 TOR yeast	MCL1-BIM inh	BCLXL inh	GLD-1 RNA inh	GRK2 inh	AGP1-GFP MLPCN
CN1C(=O)CSc2ccc(NC(=O)NCc3cccnc3)cc21	-2	-0.6	6	99	0	-2	-5	6	111
Cn1c(=O)n(Cc2ccccc2)c(=O)c2c1nc(NCC1CCCO1)n2Cc1ccccc1 (stereo unspecified)	2	-5.9	-11	·	5	1	-2	1	112
CCn1c(=S)sc2c(=O)[nH]c(SCC(=O)Nc3cc(OC)ccc3OC)nc21	3	0.0	13	97	7	7	-1	0	104
CC(=O)C1=C(O)C(=O)N(c2nccs2)C1c1ccc(Br)cc1 (stereo unspecified)	-3	1.8	0	87	10	6	-4	8	101
O=C(Nc1cccc(-c2nc3ccccc3s2)c1)C1=COCCO1	-3	-0.1	-15	98	6	5	4	3	95
O=C(NCCO)C1(c2ccccc2)CCCC1	-4	0.1	6	103	-5	3	3	2	·
COC(=O)c1c(NC(=O)C(C)(C)C)sc2c1CCN(Cc1ccccc1)C2	0	4.9	-13	104	4	4	0	3	107
O=c1c2ccccc2c2ccccc2c(=O)n1Cc1ccco1	-2	-0.8	-9	96	-3	2	-9	0	99
O=C(CN1C(=O)CCC1=O)NC(=O)NC1CCCC1	-1	-0.2	1	90	6	2	6	3	103
CC1CCN(C2CC(=O)N(c3ccc(Br)cc3Br)C2=O)CC1 (stereo unspecified)	2	4.3	3	97	1	7	-1	0	96
CCc1ccc[n+](-c2nc3ccccc3nc2C(=C=[N-])C#N)c1	-6	-13	-1	97	84*	88*	50*	0	96
O=C(c1c[nH]c2ccccc12)N1CCOCC1	-6	1.2	-3	87	5	3	-4	0	91
COC(=O)c1cc2oc(C)cc2n1CC(=O)Nc1cc(C)cc(C)c1	-1	-0.7	6	97	7	-2	3	1	95
Cc1ccc2nc(C)c(C(=O)N/N=C/c3cccc([N+](=O)[O-])c3)cc2c1	-2	0.8	5	101	10	7	0	3	91
Cc1ccc(C)c(OCC(=O)Nc2ccc(S(=O)(=O)Nc3onc(C)c3C)cc2)c1	-2	-3.9	3	100	1	2	1	1	102
O=C(CN1CCOCCOCCOCCOCC1)Nc1ccccc1	2	-1.4	-10	105	0	3	8	0	100
C=C(C)C1CCC(C)=C1CC(C)(C)/C=N\n1cnnc1 (stereo unspecified)	0	-7.6	10	93	4	2	0	3	95
Cc1cnc(=O)[nH]c1SCc1ccccc1F	-4	-4.3	3	96	-7	1	-13	0	99
CN(CCCNC(=O)C1CCN(S(=O)(=O)N2CCC3(CC2)OCCO3)CC1)Cc1ccccc1	5	0.7	30	98	5	3	-4	0	93
CC(C)C(=O)Nc1nnc(SCC(=O)NC2CCCC2)s1	1	-2.3	11	98	0	5	5	0	93
CCOC(=O)c1c(C)[nH]c(C(=O)C(C)Sc2ccc(Cl)cc2)c1C (stereo unspecified)	-4	1.0	2	103	-1	-2	3	1	104
Cc1ccc2c(cnn2C(=O)CCCC(=O)NCc2ccc(F)cc2)c1	4	0.9	17	101	2	5	-5	0	107
Cc1cccc(OCC(=O)Nc2ccc3nc(C)sc3c2)c1	3	-1.2	-22	99	-3	-4	0	0	115
CCN(CC)C(=O)c1cn(CCC#N)nc1-c1ccc2c(c1)OCCO2	-3	0.8	23	92	-4	7	2	3	85
O=C(CN1C(=O)c2cccc3cccc1c23)N1CCN(c2ccc(F)cc2)CC1	5	-2.0	0	103	-1	0	0	1	105
COc1ccc(Cc2nc(-c3ccc(-n4cccc4)cc3)no2)cc1OC	-4	2.7	-2	97	1	3	6	0	102
COc1ccc(-c2onc3ccc(C(=O)/C=C/N(C)C)cc23)cc1	-4	-13	2	86	17	19	13	6	17
COc1cccc(C(=O)Cn2c(NCCO)nc3ccccc32)c1	-5	2.6	21	103	1	3	6	0	94
CC(C)=CC1C(C(=O)Nc2ccc(S(=O)(=O)N3CCOCC3)cc2)C1(C)C (stereo unspecified)	0	3.1	18	98	-4	1	3	2	108
COc1cc(SC)ccc1C(=O)NCCCn1ccnc1	-6	1.6	9	?	-2	6	0	0	?
COc1ccc(COc2ccsc2C(=O)Nc2ccc(Cl)c(Cl)c2)cc1	-7	-2.4	14	99	9	3	-1	0	93
O=C(Cc1cccs1)NCc1ccco1	0	-2.5	14	93	7	7	-54	0	98
CN(CC(=O)O)S(=O)(=O)c1ccc2oc3ccccc3c2c1	2	-0.4	9	106	-8	-1	-1	0	107
O=C(Nc1ccc(F)cc1)c1oc2ccccc2c1NC(=O)C1CC1	-4	-0.2	0	90	-2	4	0	3	97
COc1ccc(CN(C)C(=O)COC(=O)c2c(-c3ccccc3Cl)noc2C)cc1	-1	0.8	10	91	-2	2	-3	3	102
Cc1cc(C)c(C)c(S(=O)(=O)N2CCN(c3ccc(O)cc3)CC2)c1C	2	-1.1	-176	77	17	18	5	0	119
COc1cc(/C=N/NC(=O)c2cccc3ccccc23)cc(OC)c1O	·	2.8	11	90	·	·	·	1	88
CC1=C(C(=O)OCC(Cl)(Cl)Cl)N2C(=O)C(NC(=O)Cc3ccccc3)C2SC1 (stereo unspecified)	-4	-0.1	0	94	2	-3	0	0	89
COc1ccc(S(=O)(=O)N(C)c2ccc(C(=O)NC3CC3)cc2)cc1	0	-0.8	1	·	-2	2	-5	3	101
CCOc1ccc(CN2CCN(Cc3cccc4nonc34)CC2CCO)cc1 (stereo unspecified)	1	-0.3	16	105	7	-2	0	0	109
COc1cc(OC)cc(C(=O)NC(C)CCc2ccccc2)c1 (stereo unspecified)	3	-2.5	7	102	6	4	-3	2	97
CCOC(=O)C1CCC2(CC1)C(C#N)=C(N)Oc1n[nH]c(C)c12 (stereo unspecified)	-2	-1.9	-5	84	8	7	-3	0	98
CSc1ccc(-c2sc(Nc3ccccc3)n[n+]2-c2ccc(F)cc2)cc1	5	-4.6	25	104	3	7	9	4	91
C/C(=N\NC(=S)NCc1ccccc1)c1ccccc1	1	-0.9	4	95	12	8	2	0	96
COc1cc(/C=C2\C(=O)N(c3ccccc3)N=C2C)ccc1Oc1ccc([N+](=O)[O-])cc1[N+](=O)[O-]	10	·	4	84	1	2	4	4	98
COc1ccc(NC(=O)Nc2ncccc2C)cc1	7	0.6	3	96	8	5	0	3	99
O=C1CCC(=O)N1c1ccc(S(=O)(=O)Nc2cccc([N+](=O)[O-])c2)cc1	2	0.2	-5	109	-1	6	-5	0	104
COc1cccc(NC(=O)C(OC(=O)c2ccc([N+](=O)[O-])o2)c2ccccc2)c1 (stereo unspecified)	-4	0.9	10	97	-8	2	5	3	95
Cc1nnc(NC(=O)CSc2nc3ccccc3o2)s1	-1	-2.3	23	99	4	3	7	1	104
CCc1ccc(NC(=O)C(C)Sc2nc(-c3ccco3)c(C#N)c(=O)[nH]2)cc1 (stereo unspecified)	0	-1.4	5	102	37	23	16	2	102
Cc1ccc(Oc2ccc(Cl)cc2NC(=O)c2ccc(F)cc2F)cc1	-9	0.3	6	98	-1	-4	-12	1	97
Cc1cc(=O)[nH]c(N2CCCC2)n1	4	-0.3	5	86	11	3	1	0	86
CSc1nnc(NC(=O)c2cccc(S(=O)(=O)N3CCOCC3)c2)s1	-3	1.5	-16	102	-2	5	8	0	103
CCOC(=O)c1nc(NCc2ccccc2)c2ccccc2n1	2	0.4	17	107	0	3	3	0	100
CCS(=O)(=O)c1nc(S(=O)(=O)c2ccc(Cl)cc2)c(NCCOC)s1	-4	1.1	13	94	1	6	-1	7	103
CC1CCCC(C)N1C(=O)CSc1nnnn1-c1cccc2c1CCCC2 (stereo unspecified)	-4	-4.4	8	87	-1	1	55*	0	95
Cc1ccc(NC(=O)c2cccc(S(=O)(=O)N(C)C3CCCCC3)c2)nc1	4	-1.6	-12	97	-3	-6	10	1	98
COc1cc(C(=O)NCc2nnc(SCC(=O)NCc3ccco3)o2)cc(OC)c1OC	4	0.0	2	102	7	3	-2	0	106
COc1ccc(NC(=S)Nc2ccccc2Cl)cn1	5	0.5	4	107	13	9	14	0	96

In the list so far, 11 contain an aryl thioether with sulfur outside any ring:
SMILES	Fam108B inh	MEX-5 binding	VLA-4 inh	CIT2 TOR yeast	MCL1-BIM inh	BCLXL inh	GLD-1 RNA inh	GRK2 inh	AGP1-GFP MLPCN
CCn1c(=S)sc2c(=O)[nH]c(SCC(=O)Nc3cc(OC)ccc3OC)nc21	3	0.0	13	97	7	7	-1	0	104
Cc1cnc(=O)[nH]c1SCc1ccccc1F	-4	-4.3	3	96	-7	1	-13	0	99
CC(C)C(=O)Nc1nnc(SCC(=O)NC2CCCC2)s1	1	-2.3	11	98	0	5	5	0	93
CCOC(=O)c1c(C)[nH]c(C(=O)C(C)Sc2ccc(Cl)cc2)c1C (stereo unspecified)	-4	1.0	2	103	-1	-2	3	1	104
COc1cc(SC)ccc1C(=O)NCCCn1ccnc1	-6	1.6	9	?	-2	6	0	0	?
CSc1ccc(-c2sc(Nc3ccccc3)n[n+]2-c2ccc(F)cc2)cc1	5	-4.6	25	104	3	7	9	4	91
Cc1nnc(NC(=O)CSc2nc3ccccc3o2)s1	-1	-2.3	23	99	4	3	7	1	104
CCc1ccc(NC(=O)C(C)Sc2nc(-c3ccco3)c(C#N)c(=O)[nH]2)cc1 (stereo unspecified)	0	-1.4	5	102	37	23	16	2	102
CSc1nnc(NC(=O)c2cccc(S(=O)(=O)N3CCOCC3)c2)s1	-3	1.5	-16	102	-2	5	8	0	103
CC1CCCC(C)N1C(=O)CSc1nnnn1-c1cccc2c1CCCC2 (stereo unspecified)	-4	-4.4	8	87	-1	1	55*	0	95
COc1cc(C(=O)NCc2nnc(SCC(=O)NCc3ccco3)o2)cc(OC)c1OC	4	0.0	2	102	7	3	-2	0	106
